# From PubChem BioAssay
# EBI2 block – EBI2 receptor antagonists, beta-arrestin recruitment, primary screen, cell-based, luminescence, 7a,25-OHC stimulation, uHTS. G-protein coupled receptor 183 (Homo sapiens), P32249. 7a,25-OHC stimulated. inhibition, % at 5 µM. 360,000 compounds, 0.81% hits. AID 651636, 2012; in the data active means inhibition above about 38%;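 further: enzyme fragment complementation signal reports receptor beta-arrestin coupling in cells; 0% = agonist plus DMSO wells and 100% = wells without agonist; some results beyond the cut were filed as inactive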
# Target sequence (P32249 whole entry, looked up, the tested form may be a part): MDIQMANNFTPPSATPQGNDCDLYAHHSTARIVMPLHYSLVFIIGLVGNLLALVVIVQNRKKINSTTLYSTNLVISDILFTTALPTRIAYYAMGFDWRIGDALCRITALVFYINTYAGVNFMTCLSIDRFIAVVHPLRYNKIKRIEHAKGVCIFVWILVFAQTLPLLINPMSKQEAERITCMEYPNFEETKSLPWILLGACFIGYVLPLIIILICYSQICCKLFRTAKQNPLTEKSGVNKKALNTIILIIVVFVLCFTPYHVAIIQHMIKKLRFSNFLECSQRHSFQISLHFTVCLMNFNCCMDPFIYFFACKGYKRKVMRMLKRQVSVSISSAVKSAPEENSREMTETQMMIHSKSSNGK
# CXCR6 block – CXCR6 receptor inhibitors, primary screen, cell-based, beta-arrestin, luminescence, CHO-K1 PathHunter, 1536-well | inhibition, % at 20 µM | AID 602244, 2012 | 360,000 compounds, 0.36% hits; in the data active means inhibition above about 34%, passing the limit was not always enough;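 further: antagonist mode with CXCL16 agonist at 10 nM final; 0% = 10 nM CXCL16 with DMSO and 100% = unstimulated wells without agonist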
# Target sequence (O00574 whole entry, looked up): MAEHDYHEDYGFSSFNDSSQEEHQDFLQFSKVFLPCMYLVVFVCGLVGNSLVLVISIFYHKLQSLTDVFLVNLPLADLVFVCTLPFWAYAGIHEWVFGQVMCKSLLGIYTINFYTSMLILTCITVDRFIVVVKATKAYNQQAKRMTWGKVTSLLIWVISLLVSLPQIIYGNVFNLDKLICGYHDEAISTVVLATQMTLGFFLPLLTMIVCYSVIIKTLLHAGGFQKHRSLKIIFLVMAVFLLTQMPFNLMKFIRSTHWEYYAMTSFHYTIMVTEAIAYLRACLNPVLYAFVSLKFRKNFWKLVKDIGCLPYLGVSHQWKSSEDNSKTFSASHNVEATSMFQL
# CCR6 antag – CCR6 receptor antagonists, primary screen, cell-based, CHO-K1, luminescence, beta-arrestin, uHTS; C-C chemokine receptor type 6 (Homo sapiens), P51684; CHO-K1 CCR6 PathHunter beta-arrestin, CCL20-stimulated; inhibition, % at 20 µM; 340,000 compounds, 0.49% hits; AID 493098, 2011;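 active means compounds whose inhibition of the agonist-driven luminescence signal at 20 µM reaches about 50%, limit read from the data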;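 further: cells stimulated with CCL20 at 14 nM final; plate controls were DMSO with CCL20 for no effect and DMSO without agonist for full effect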
# XBP1 UPR activ – activators of adaptive XBP1 UPR arm, primary screen, cell-based, CHO-XBP1 luciferase reporter, luminescence, uHTS | IRE1-XBP1 UPR activation; percent of tunicamycin response, DMSO as zero | 330,000 compounds, 0.33% hits | activation, % at 20 µM;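 active means versus positive control, 20 µM dose yields 30% or more activation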;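 further: 100% = tunicamycin at 10 µg/mL and 0% = DMSO only wells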
#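 Material: CHO-XBP1 cells stably carrying IRE1-XBP1-driven luciferase reporter / Amount: 1000 cells per well / Compound: 20 µM, 1% DMSO / Times: 6 h treatment, 37 °C / Detection: luciferase luminescence / Measure: % activation of reporter signal versus tunicamycin and DMSO controls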
# APJ antag – antagonists of human apelin receptor APJ, primary screen, CHO-K1 cells, beta-arrestin complementation, luminescence. AID 2521, 2010. 330,000 compounds, 0.32% hits. P35414. inhibition, % at 20 µM;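 active means inhibition above about 40% at 20 µM, limit read from the data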;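 further: cells challenged with 10 nM apelin-13 agonist together with compound; plate controls were apelin-13 plus DMSO wells for no effect and DMSO wells lacking apelin-13 for full effect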
# Target sequence (P35414 whole entry, looked up): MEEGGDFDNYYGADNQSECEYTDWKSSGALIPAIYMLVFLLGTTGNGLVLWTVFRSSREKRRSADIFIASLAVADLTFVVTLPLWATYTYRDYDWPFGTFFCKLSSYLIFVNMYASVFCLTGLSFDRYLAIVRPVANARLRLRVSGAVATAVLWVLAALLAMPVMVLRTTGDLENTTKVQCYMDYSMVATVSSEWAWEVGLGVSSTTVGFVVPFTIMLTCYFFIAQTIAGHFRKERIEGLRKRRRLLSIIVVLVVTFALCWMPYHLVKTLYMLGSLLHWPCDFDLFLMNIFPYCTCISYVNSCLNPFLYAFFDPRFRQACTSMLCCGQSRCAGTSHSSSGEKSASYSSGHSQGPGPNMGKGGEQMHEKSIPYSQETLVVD
# Mdm2-MdmX inh – inhibitors of human Mdm2-MdmX association, primary screen, cell-based, luminescence, split luciferase, SaOS-2, uHTS. inhibition, % at 8 µM. Protein Mdm4 (Homo sapiens) + E3 ubiquitin-protein ligase Mdm2 (Homo sapiens), …. 330,000 compounds, 3% hits. SaOS-2 split-luciferase Mdm2/MdmX complementation;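 active means inhibition of at least 50% at 8 µM in the primary screen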
# APJ agonist – agonists of human apelin receptor APJ, primary screen, CHO-K1 cells, PathHunter beta-arrestin, luminescence; 330,000 compounds, 0.11% hits; P35414; 0% DMSO wells, 100% apelin; activation, % at 20 µM; AID 2520, 2010;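 active means activation more than six SD over the plate average, tested at 20 µM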;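 further: 0% = DMSO alone and 100% = apelin-13 at 10 nM; some results filed as inactive read as strong as hits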
#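 assay system = CHO-K1 APJ beta-arrestin complementation cell line | input = cell density 1000 per well | dosing = compound 20 µM once, DMSO 1% | timing = compound 90 min 25 °C, reagent 1 h | measured by = luminescence from split beta-galactosidase complementation, Galacton Star/Emerald II substrate | read-out basis = APJ agonist activity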
# tim23-1 inh – growth inhibitors of tim23-1 mutant yeast, primary screen, luminescence, uHTS. S. cerevisiae tim23-1 growth, BacTiter-Glo luminescence, 24 h. inhibition, % at 20 µM. 330,000 compounds, 1.3% hits. AID 463212, 2010;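 active means growth inhibition of the mutant yeast at or above 50%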;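 further: temperature-sensitive mutant grown at 25 °C; plate controls were DMSO-treated mutant yeast for no effect and medium wells lacking yeast for full effect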
# CHOP UPR activ – activators of apoptotic CHOP UPR arm, primary screen, cell-based, CHO-CHOP luciferase reporter, luminescence, uHTS | 330,000 compounds, 0.34% hits | UPR activation; percent of tunicamycin response over DMSO baseline | AID 449763, 2010 | activation, % at 10 µM;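 active means at 10 µM dose, activation of 40% or more, normalized to positive control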;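 further: 100% = tunicamycin at 10 µg/mL and 0% = DMSO alone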
#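 Assay system: CHO-CHOP cells, stable luciferase reporter of PERK-eIF2a-CHOP signalling / Buffer or medium: F12 plus 10% serum / Compound dosing: one dose, 10 µM in 0.5% DMSO / Times: 6 h compound treatment, 37 °C / Technique: luciferase luminescence / Read-out: % reporter activation, DMSO baseline versus tunicamycin full activation / Benchmarks: tunicamycin and DMSO controls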
# * marks the source's active call; other numbers are inactive results; nt = no result given. Only part of the results is shown, so the mix of outcomes need not match the whole.
Compound	EBI2 block	CXCR6 block	CCR6 antag	XBP1 UPR activ	APJ antag	Mdm2-MdmX inh	APJ agonist	tim23-1 inh	CHOP UPR activ
COCCCNC(=O)C1=CCN(S(=O)(=O)c2ccc(OC)cc2)CC1	2.1	-4.9	13.0	-1.3	1.8	7.1	1.3	2.7	1.1
O=C(COC(=O)c1ccccc1O)NCC1COc2ccccc2O1 (stereo unspecified)	-2.9	0.3	2.8	-0.8	6.0	-9.0	-2.7	27.4	1.5
CC1(C)Cc2ccccc2C(CSc2ccccc2C(=O)O)=N1	11.2	13.5	12.0	-1.7	-11.9	22.3	-4.6	17.9	-1.5
CC(O)CC(=O)NOCc1ccccc1 (stereo unspecified)	-9.7	-10.6	5.1	-0.1	nt	2.7	nt	30.1	0.6
O=C(CSc1nnc(-c2cccs2)o1)c1cccs1	-2.1	-2.0	13.2	0.7	-8.1	-31.4	-1.1	-2.7	0.3
CN(CCNC(=O)c1cccc(N2CCCC2=O)c1)Cc1ccccc1	3.2	-8.9	-5.3	-0.7	19.7	10.2	-3.9	0.1	-1.4
COCCNC(=O)CSc1ccccc1C(=O)O	-0.4	-7.1	6.2	-1.2	-37.7	9.8	-1.2	5.8	-3.2
COc1cc(NS(=O)(=O)c2ccc(NC(=S)NC(=O)C3CCCC3)cc2)nc(OC)n1	-3.3	5.2	-3.2	-1.0	50.3*	10.3	-1.9	12.8	-0.3
O=c1cc(N2CCc3ccccc32)[nH]c(=O)n1-c1ccc(Br)cc1	-6.6	-1.5	6.9	-2.5	-1.6	-2.9	-2.3	13.7	1.1
COc1ccc(NC(=S)NCCCn2ccnc2)cc1	-10.7	2.4	0.1	-2.0	12.9	-7.7	0.6	-2.0	2.3
Cc1ccc(CNC(=O)C2CCCN(S(=O)(=O)N3CC(C)CC(C)C3)C2)cc1 (stereo unspecified)	6.3	6.5	4.4	-6.2	16.4	32.5	-0.2	20.9	3.3
O=C(OCn1ncc(Cl)c(Cl)c1=O)c1ccc(F)cc1	nt	nt	nt	-5.1	23.8	93.2*	-2.8	75.3*	-10.9
CN1CCN(C(=O)/C(=C/c2cn(C)c3ccccc23)NC(=O)c2ccccc2)CC1	-8.9	-5.4	18.4	-2.6	-5.5	14.0	-3.7	11.5	0.6
COc1ccc(N2C(=O)CSC2c2ccncc2)cc1 (stereo unspecified)	-7.7	1.5	8.9	-0.9	-0.8	-10.9	3.3	4.6	0.7
Cc1oc2c(CN(C)C)c(O)ccc2c(=O)c1-c1ccc2ccccc2n1	-14.8	4.1	-13.9	-3.5	1.6	-8.9	-1.6	4.4	0.0
COc1ccccc1N1CCN(C(=O)c2cccc(N3C(=O)NC4CC3(C)Oc3ccccc34)c2)CC1 (stereo unspecified)	10.9	-11.9	14.8	-2.0	-3.4	26.5	-2.9	2.1	-1.5
O=S(=O)(NCc1ccccc1)c1ccc(S(=O)(=O)N(Cc2cccs2)CC2CCCO2)cc1 (stereo unspecified)	14.5	-0.5	13.4	1.6	2.6	11.6	-6.0	-9.5	0.5
CCOC(=O)c1nnc2cc(-c3ccccc3)nn2c1C	-0.1	1.5	-6.0	8.1	8.2	-5.7	-3.7	19.0	1.5
Cc1cccc(NC(=O)Cn2nnc(-c3cccs3)n2)c1C	2.6	-2.1	15.4	-0.8	10.9	-3.9	-1.5	-3.2	-2.5
C=CCc1cccc(Cl)c1OCCON1C(=O)CCC1=O	-8.9	-0.8	-19.8	1.8	-23.4	5.1	-0.2	16.5	-1.8
COC(=O)c1ccc(C(=O)OC)c(NC(=O)CSCc2ccc(Cl)cc2)c1	17.0	7.1	7.2	-1.5	4.1	2.8	0.0	9.8	-1.1
c1ccc(SCc2nc3ccccc3[nH]2)cc1	-9.0	-1.4	3.0	0.7	-9.2	-29.9	-4.9	5.2	3.4
CCn1ccnc1CN(C)C(=O)c1cc(COc2ccc(-n3cncn3)cc2)on1	5.1	-5.1	5.8	-8.0	-1.0	9.2	-3.0	7.8	2.7
C=CCNS(=O)(=O)c1ccc2nsnc2c1	-4.1	-6.7	-3.3	4.1	3.4	14.2	-3.8	15.7	-0.2
Cc1cccc(NC(=O)c2cc([N+](=O)[O-])ccc2N2CCCCC2)n1	22.8	2.2	21.7	-1.8	12.2	8.5	-3.1	31.4	1.9
Cc1ccc(CSc2nnc(-c3cnccn3)n2C)cc1	-3.8	-0.2	11.8	-0.6	2.7	5.6	-0.2	10.5	0.5
Cc1cnc(NC(=O)CSc2ccc(Cl)cc2)s1	15.0	6.2	10.4	1.0	22.7	13.6	1.5	14.3	2.0
O=C(NCc1ccccn1)C1CN(S(=O)(=O)c2ccccc2)CCN1S(=O)(=O)c1ccccc1 (stereo unspecified)	0.6	2.0	5.3	-0.8	3.9	-12.7	-2.2	9.3	0.4
CC(C)CC(O)(CC(C)C)C(=O)NNc1ccccc1	0.2	-5.7	1.3	-2.6	3.4	4.0	-3.1	4.7	-0.6
Cc1cc(C(=O)c2ccc(C(C)(C)C)cc2)c(NC(=O)CCl)s1	-9.8	-3.5	20.8	5.9	5.7	77.6*	-1.9	20.8	50.3*

# Given field by field: entries from further up
Molecule: COCCCNC(=O)C1=CCN(S(=O)(=O)c2ccc(OC)cc2)CC1
  EBI2 block: 2.1
  CXCR6 block: -4.9
  CCR6 antag: 13.0
  XBP1 UPR activ: -1.3
  APJ antag: 1.8
  Mdm2-MdmX inh: 7.1
  APJ agonist: 1.3
  tim23-1 inh: 2.7
  CHOP UPR activ: 1.1
Molecule: O=C(COC(=O)c1ccccc1O)NCC1COc2ccccc2O1 (stereo unspecified)
  EBI2 block: -2.9
  CXCR6 block: 0.3
  CCR6 antag: 2.8
  XBP1 UPR activ: -0.8
  APJ antag: 6.0
  Mdm2-MdmX inh: -9.0
  APJ agonist: -2.7
  tim23-1 inh: 27.4
  CHOP UPR activ: 1.5

# Going on with the list.
Compound	EBI2 block	CXCR6 block	CCR6 antag	XBP1 UPR activ	APJ antag	Mdm2-MdmX inh	APJ agonist	tim23-1 inh	CHOP UPR activ
CCCn1nc(CC(=O)OCC)c2ccccc2c1=O	-3.9	-1.4	-4.9	-1.3	0.7	0.2	1.6	7.7	-2.9
Cc1ccc(C)c(OCC(O)CN2CCC(Cc3ccccc3)CC2)c1 (stereo unspecified)	15.8	-4.0	2.0	-6.3	5.3	46.4	0.7	-77.4	0.0
CCn1cc(-c2cc(C(=O)O)c3ccccc3n2)c(C)n1	-4.0	-9.6	2.2	-1.3	3.5	20.7	-2.0	2.0	-2.8
Cc1cccc(CSCc2ccc(C(=O)NC(C)C)o2)c1	9.9	-9.4	0.2	-0.1	8.9	-1.0	-5.5	16.7	4.1
O=C(O)Cn1c(CCS(=O)(=O)c2ccc(Br)cc2)nc2ccccc21	-4.6	-1.1	5.9	-3.2	-12.0	-9.5	-2.8	12.9	-0.6
CCC(=O)Nc1cccc(-c2cn3ccsc3n2)c1	-13.2	1.6	-14.9	-0.2	0.6	-1.3	-0.7	11.8	5.5
COc1cc2[nH]c(-c3ccc(C)cc3)cc(=O)c2cc1OC	-5.0	-4.8	0.6	3.4	2.9	-2.8	-0.8	-11.9	3.4
CCCCN(C)C(=O)c1cc2cc([N+](=O)[O-])cc(OC)c2oc1=O	-9.6	-2.9	9.9	0.7	5.8	10.9	-1.0	4.9	0.0
COC(=O)c1c(C)[nH]c(O)c1C=Nc1ccc(Oc2ccccc2)cc1	3.5	7.3	-6.4	3.3	-1.6	27.3	-1.8	-19.3	2.9
CCC(=O)Nc1ccnc(-c2cccnc2)n1	-4.2	-2.2	-5.0	-0.1	-9.8	-2.6	-1.1	20.2	-0.4
CC(=O)OCC12COC3c4ccccc4OC(C)(CC1C)C3C2C (stereo unspecified)	-9.6	4.5	-6.6	2.1	10.3	7.0	-2.8	11.2	-0.5
c1csc(Cn2nnnc2CN2CCN(c3nc4ccccc4s3)CC2)c1	-0.6	8.9	-0.1	-3.4	-1.3	20.4	0.9	11.8	0.2
COc1cc(/C=C2/SC(=S)N(Cc3ccccc3)C2=O)ccc1O	23.8	35.7	59.1*	3.2	46.9*	5.9	-9.6	41.9	2.9
Nc1nc2n(n1)C(c1ccc(F)cc1)CC(c1ccc(F)cc1)N2 (stereo unspecified)	-4.1	5.7	-6.0	-2.8	15.9	2.1	0.7	1.7	-1.4
NC(=O)COC(=O)c1ccccc1OCc1ccccc1	-0.2	2.9	13.2	1.0	14.0	16.1	-3.3	-0.6	-0.4
CCOC(=O)C1CCCN(c2cc(=O)n(Cc3ccc(F)cc3)c(=O)[nH]2)C1 (stereo unspecified)	2.7	-1.5	-6.5	-3.0	7.9	5.7	-3.7	-6.7	-1.4
CC1=C(C(=O)OCC2CCCO2)C(c2cccc(O)c2)NC(=O)N1 (stereo unspecified)	-11.1	-10.0	3.3	-3.4	14.2	9.3	-3.8	-4.2	-1.8
O=C(CN1CCCCC1)Nc1ccc(S(=O)(=O)N2CCCCCC2)cc1	-5.2	-0.7	0.1	2.4	-4.4	-8.9	3.6	0.3	1.5
O=C(Nc1ccc(Br)cc1)c1cc(S(=O)(=O)Nc2ccccn2)ccc1Cl	-0.5	-1.4	-9.5	7.5	7.1	7.0	-1.8	-0.2	-0.1
C=CCOC(=O)C1=C(C)Nc2nc3ccccc3n2C1c1ccncc1 (stereo unspecified)	0.9	2.3	11.6	-0.3	-8.1	8.5	0.9	7.3	-1.1
Cc1cc(Nc2cccc(C(F)(F)F)c2)n2nc(C)nc2n1	-9.8	1.1	-5.9	-2.8	-14.8	11.3	-2.5	0.2	-2.8
O=C(O)c1ccc(OC(F)(F)C(F)C(F)(F)F)cc1 (stereo unspecified)	-0.2	-10.1	-8.1	-0.2	-3.2	10.2	0.7	4.4	-1.0
COc1ccccc1C(=O)CSc1n[nH]c(N)n1	-5.2	-4.2	12.5	0.9	11.4	1.9	10.1	9.0	-2.7
O=S(=O)(NCc1cccnc1)c1cc(Cl)ccc1Cl	-11.3	0.0	-0.1	-0.1	-10.2	-37.1	-3.1	-2.6	2.1
CCN(c1ccccc1)S(=O)(=O)c1cc(C(=O)Nc2ccc(Br)cc2)ccc1F	37.2	-7.6	33.2	6.5	-12.1	28.9	8.3	-14.2	7.6
Cc1nn(CCc2nn[nH]n2)c2nc(C(F)(F)F)cc(C(F)(F)F)c12	12.1	2.4	-1.7	0.3	13.5	-0.7	0.9	9.6	-0.8
